# Source: PubChem (Broad Institute)
# C2C12 statin: suppressors of statin myotoxicity in C2C12 myotubes, primary screen, cell-based, single point, plate reader. C2C12 myotubes + simvastatin, ATP luminescence, 48 h; scaled: DMSO 0, geranylgeraniol control 100. rescue of ATP level, % at 7.49 µM. 330,000 compounds, 0.78% hits. AID 602340, 2012;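 active = mean ATP rescue above about 67%, or every replicate alone reaching that limit, limit read from the data, passing the limit was not always enough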;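 note: myotubes were challenged with 10 µM simvastatin during compound exposure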
# FN deposition inh: inhibitors of fibronectin matrix deposition, primary screen, AH1F cells, Alexa488-fibronectin fluorescence, plate reader; AH1F fibroblasts, overnight; AID 743247, 2014; 350,000 compounds, 0.086% hits; inhibition, % at 12.6 µM;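 active = mean inhibition across replicates of 30% or more, regardless of how many single replicates reach that level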;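 note: positive control wells lacked labelled fibronectin entirely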
#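 Schedule: 1 h cell adhesion before compound, then overnight fibronectin incubation; test system: AH1F fibroblast monolayer depositing Alexa488-labelled fibronectin into matrix; quantity: 10000 AH1F cells per well; probe or stimulus: fluorescent fibronectin at 24 nM final; signal: fluorescence, ex 485 nm, em 525 nm; evaluation: percent inhibition as loss of matrix-bound fibronectin fluorescence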
# miR-122 sensor: miR-122 Renilla sensor signal increase in Huh7, primary screen, miR-122 inhibitor project, cell-based, single point, plate reader. Huh7 miR-122 Renilla luciferase sensor, 48 h; neutral wells = 0, positive control = 100. activation (reporter increase), % at 12.5 µM. 340,000 compounds, 0.3% hits. AID 602342, 2012;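 active = mean replicate activation score at least 90 and every replicate individually at or above 90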;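 note: higher luciferase means less miR-122 activity so hits act as miR-122 inhibitors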
# PGC1a acetyl inh: inhibitors of PGC1a acetylation signal, primary screen, cell-based, U2OS, AlphaScreen, inhibitor mode; AlphaScreen anti-acetyl-lysine; with virally co-expressed GCN5 acetyltransferase; inhibition, % at 15.6 µM; 350,000 compounds, 0.17% hits;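 active = every replicate shows inhibition of at least 40%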;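 note: 0% = neutral control wells and 100% = positive control wells; some results beyond the cut were filed as inactive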
# Cneo AK release: Cryptococcus neoformans cell lysis inducers, primary screen, AK release luminescence, single concentration; C. neoformans lysis, adenylate kinase release luminescence, 4 h; normalised: neutral wells 0, clomiphene wells 100; lysis activity, % at 15 µM; 360,000 compounds, 0.2% hits;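 active = mean lysis activity across replicates of at least 80%, whatever share of replicates individually reach that level; inactive = mean lysis activity below 80%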
#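 Test system: log-phase Cryptococcus neoformans yeast cells. Input: 5 × 10^6 yeast cells/mL. Medium: fresh YPD growth medium. Doses: single dose. Incubation: static 4 h at 37 °C with compound, 1 h detection. Measured by: luminescent adenylate kinase detection reagent. Read-out: signal increase indicating cell lysis. Benchmarks: Clomiphene.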
# PglD DTNB: C. jejuni PglD acetyltransferase inhibitors, primary screen, biochemical, DTNB colorimetric, single point; purified PglD enzyme, DTNB colorimetric CoA detection; 360,000 compounds, 0.098% hits; inhibition, % at 12.5 µM; in the data active = inhibition above about 16%, passing the limit was not always enough; note: strong numbers were not always called active
# GSIS activator: GLuc luminescence reporter in INS-1E cells, primary screen for activators of glucose-dependent secretion of insulin; INS-1E GLuc reporter insulin secretion, 2-3 h; AID 743287, 2014; activation, % at 16.6 µM; 370,000 compounds, 0.61% hits;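 active = lowest replicate activation of at least 40%, so every replicate reaches that level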;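 note: 0% = median of neutral control wells and 100% = median of IBMX positive control wells; some compounds called inactive have numbers as strong as hits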
# CFTR F508del cor: F508del CFTR correction, initial screen, CFBE line, single point | CFBE cells, YFP halide quenching; stimulated with forskolin plus potentiator P3; % fluorescence drop versus neutral controls | activity (quench increase), % at 7.58 µM | 350,000 compounds, 0.36% hits;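 active = mean added fluorescence quench of at least 8% versus neutral control, with both replicates also reaching 8%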;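 note: cells transiently co-express mutant CFTR-F508del with the halide-sensitive YFP; corrector assay measuring rescue of mutant channel to the surface after 24 h compound exposure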
# * hit, by the source's call; nt = no result given; & = joins results of further samples; [ ] = remark or other dose. Compounds were not picked by outcome; 2.1% or so of the library scored in one or more.
# Values run as follows: GSIS activator	miR-122 sensor	Cneo AK release	C2C12 statin	PglD DTNB	FN deposition inh	PGC1a acetyl inh	CFTR F508del cor
1: C[C@@H]1CN([C@@H](C)CO)S(=O)(=O)c2ccc(-c3ccccc3)cc2O[C@@H]1CN(C)Cc1cccc(F)c1
 : -7	11[16.7 µM]	7	-40	2	-7	-13	0.6
2: O=C(c1ccc(Cl)cc1)n1cnc2ccccc21
 : 3	-1	12	-8	5	-2	6	-3.4
3: COc1cc(/C=N\NC(=O)c2sc(N)nc2C)cc(OC)c1OC
 : nt	71	1	-21	1	3	-19	nt
4: CC1(C)CC(NC(=O)c2ccccc2F)CC(C)(C)N1
 : 5	-18	0	5	-14	0	nt	2.7
5: O=C(CCN1C(=O)/C(=C/c2ccccc2Cl)SC1=S)Nc1ccccc1C(=O)O
 : 3	6	-4	-10	-8	-3	-1	0.6
6: Cn1cnc(S(=O)(=O)N[C@@H]2C=C[C@@H](CC(=O)NCC3CC3)O[C@H]2CO)c1
 : 10	-3[16.7 µM]	12	-11	0	-1	-3	-0.4
7: CN1CCCC2(CCCN(Cc3nc(Cc4cccc(C(F)(F)F)c4)no3)C2)C1 (stereo not given)
 : -13	1	2	7	0	3	nt	0.9
8: O=C1CCCC(=O)C1Sc1ccc(Cl)cc1
 : -4	-5	nt	nt	nt	-3	-1	-2.3
9: CC(OC(=O)c1ccc2ccccc2n1)C(=O)c1ccccc1 (stereo not given)
 : -6	nt	nt	nt	nt	-5	-1	1.4
10: Cc1cccc(Cn2c(N3CCc4ccccc4C3)nc3c2c(=O)[nH]c(=O)n3C)c1
 : nt	-3	-3	nt	6	nt	-4	nt
11: COCC(=O)N1[C@H](CO)[C@@H](c2ccccc2-c2cccc(OC)c2)[C@@H]1C#N
 : -3	nt	nt	nt	nt	3	-4	1.1
12: O=C(O)c1cc(NC(=O)c2cccc(F)c2)cc(NC(=O)c2cccc(F)c2)c1
 : -2	-6	-1	4	4	6	4	-0.5
13: CN(C)C(=O)c1cc(C(=O)c2ccccc2)c[nH]1
 : 5	0	-9	-2	2	-3	6	0.1
14: O=C(Cc1ccc(Br)cc1)N1CCN(c2ccccc2O)CC1
 : nt	0	4	30	-10	9	9	nt
15: Cc1ccccc1N1CC(C(=O)Nc2nnc(SCc3cccnc3)s2)CC1=O (stereo not given)
 : -7	-4	1	1	2	nt	nt	1.7
16: CC(C)C#Cc1ccc([C@H]2[C@H]3CN(C(=O)c4ccc5c(c4)OCO5)CCCCN3[C@H]2CO)cc1
 : -14	-23[16.7 µM]	-1	nt	-2	nt	13	-4.1
17: O=C(CSc1nnc(-c2ccccn2)o1)Nc1ccccc1
 : -15	nt	nt	nt	nt	-10	6	0.9
18: COCCN(Cc1nc(-c2ccc(C(F)(F)F)cc2)no1)C(C)C
 : -5	-1	1	-7	-3	1	7	-0.7
19: Cc1noc(C)c1NC(=O)Nc1ccc2c(c1)C(=O)N([C@H](C)CO)C[C@H](C)[C@H](CN(C)Cc1ccc3c(c1)OCO3)OCCCC[C@@H](C)O2
 : -2	2[16.7 µM]	0	nt	1	-19	2	0.4
20: COC(=O)C(Cc1ccc(O)cc1)NC(=O)C(C)NC(=O)c1ccc(C(C)(C)C)cc1 (stereo not given)
 : -15	nt	-1	-3	-1	-4	nt	-1.1

# Part of the list above in another layout:
no.	Compound	GSIS activator	miR-122 sensor	Cneo AK release	C2C12 statin	PglD DTNB	FN deposition inh	PGC1a acetyl inh	CFTR F508del cor
9	CC(OC(=O)c1ccc2ccccc2n1)C(=O)c1ccccc1 (stereo not given)	-6	nt	nt	nt	nt	-5	-1	1.4
3	COc1cc(/C=N\NC(=O)c2sc(N)nc2C)cc(OC)c1OC	nt	71	1	-21	1	3	-19	nt

# More structures.
# Values run as follows: GSIS activator	miR-122 sensor	Cneo AK release	C2C12 statin	PglD DTNB	FN deposition inh	PGC1a acetyl inh	CFTR F508del cor
21: CS(=O)(=O)N(CC(=O)NC1CCCCCC1)Cc1ccccc1
 : nt	9	-6	22	8	nt	-15	nt
22: O=C1NC[C@H](c2ccccc2)OC(=O)[C@H](Cc2ccc(F)cc2)C/C=C\C[C@@H]1CC(=O)N(CCO)Cc1ccccc1
 : -11	-6	1	-18	-2	4	1	-2.0
23: CCOC(=O)N/N=C\c1ccc(OC(=O)c2ccc3c(c2)OCO3)cc1
 : 5	-1	-1	2	-5	nt	-15	nt
24: CCC(=O)Nc1ccc2c(c1)OC[C@@H](C)N(C(=O)c1cccnc1)C[C@H](C)[C@H](OC)CN(C)C2=O
 : 4	nt	-1	-15	1	-1	2	-0.9
25: Clc1ccc(-n2ncc3c(NCCCn4ccnc4)ncnc32)cc1
 : nt	-6	0	-20	-1	-9	-18	nt
26: CCC(OC(=O)c1cc2sccc2n1C)C(=O)NCc1ccco1 (stereo not given)
 : 11	2	-2	32	-3	nt	-2	-1.3
27: O=C(COc1ccc(Cl)cc1)Nc1nnc(-c2ccc3c(c2)CCCC3)o1
 : nt	-8	1	5	3	-6	-3	-2.8
28: Cc1cc(C)c[n+](CC(=O)c2ccc(NC(=O)c3ccccc3)cc2)c1
 : 21	nt	nt	nt	nt	0	1	2.6
29: COc1ccc(S(=O)(=O)N2CCN(C(=O)c3c(C)nn(-c4ccccc4)c3C)CC2)cc1
 : -3	nt	-1	-3	-6	4	nt	-1.6
30: O=C(c1nn(Cc2ccccc2)c(=O)c2ccccc12)N1CCN(c2ccccn2)CC1
 : nt	5	-1	nt	-3	0	-13	nt
31: COc1ccc(NC(=S)N(CCc2ccc(OC)c(OC)c2)Cc2ccccn2)cc1
 : 8	2	1	-3	0	-15	nt	4.3
32: CCCc1cc(=O)[nH]c(SCC(=O)c2cc(C)n(-c3cc(C)on3)c2C)n1
 : -7	4	nt	7	nt	-1	-2	-1.2
33: Cc1cc(C)nc(SCC(=O)N/N=C/c2cccn2-c2ccc(O)cc2)n1
 : nt	5	2	2	5	nt	-4	nt
34: COCCNC(=O)C1(C)CCCN(Cc2cccc(OC(=O)c3ccccc3)c2)C1 (stereo not given)
 : nt	22	2	7	-7	nt	9	-0.7
35: CCOc1ccc(N2C(=O)CC(Sc3nc(C)cc(C)n3)C2=O)cc1 (stereo not given)
 : 4	2	2	-25	-2	nt	-2	0.3
36: C[C@H]1CN([C@@H](C)CO)S(=O)(=O)c2ccc(Br)cc2O[C@H]1CN(C)C(=O)NC1CCCCC1
 : -11&-7	3	-1	6	-1	-3	-4&-22	0.7&0.4
37: O=C(C[C@H]1C[C@H]2c3cc(NC(=O)C4CCOCC4)ccc3O[C@H]2[C@@H](CO)O1)NCC1CC1
 : 11	2[16.7 µM]	-10	4	0	-12	-4	-0.7
38: CCOC(=O)N1CCC(NC(=O)CS(=O)Cc2nc(-c3ccc(Cl)cc3)oc2C)CC1 (stereo not given)
 : 8	-11	-1	4	2	6	1	1.0
39: CN(Cc1ccco1)C(=O)C1CCN(c2nnc(-n3cccc3)s2)CC1
 : 2	-1	4	1	2	-8	-6	-3.1
40: COc1ccccc1OCC(O)CN1CCN(CC(=O)Nc2c(C)cccc2C)CC1 (stereo not given)
 : 7&17	-9&1	2&0	-1&-2	-1&-6	-5&-2	-14&13	0.2
41: CC1Cc2ccccc2N1C(=O)CCN1C(=O)C2C3C=CC(C3)C2C1=O (stereo not given)
 : nt	8	-1	nt	-5	1	-4	nt
42: C[C@H](CO)N1C[C@H](C)[C@@H](CN(C)C(=O)c2ccccc2)Oc2ncc(/C=C/c3ccccc3)cc2C1=O
 : -29	-7[16.7 µM]	5	21	0	9	-26	0.4
43: O=P(O)(O)c1ccccc1OCc1ccccc1
 : nt	-3	1	10	-2	nt	-3	nt
44: Cc1ccc(SCCC(=O)OCC(=O)Nc2ccc(S(N)(=O)=O)cc2)cc1
 : 25	7	-10	3	-1	-1	4	2.0
45: CCCCN1C(=O)C(C(=O)OCC)CC2=C1CCCC2=O (stereo not given)
 : -8	-1	3	3	-5	2	-21	5.0
46: CCC(=O)N[C@H]1CC[C@@H](CCn2cc(C3CC3)nn2)O[C@H]1CO
 : 16	nt	23	5	2	7	6	2.8
47: COc1ccc(CNC(=O)C[C@@H]2C=C[C@@H](NC(=O)c3ccc4c(c3)OCO4)[C@@H](CO)O2)cc1
 : -1	-1[16.7 µM]	-2	12	2	-18	5	-2.5
48: CN1CCN(c2ccccc2NC(=O)c2ccc([N+](=O)[O-])cc2Cl)CC1
 : 5	-3	1	-4	-2	0	6	2.9
49: O=C(c1ccc(Cl)cc1)c1c[nH]cc1-c1ccccc1
 : nt	3	0	-4	-4	1	6	nt
50: COc1ccc(CCN(C(=O)c2snc(C(N)=O)c2N)C(C)C(=O)NC2CCCCC2)cc1OC (stereo not given)
 : 5	6	3	8	0	-2	11	-6.8
51: COc1cc(-c2cnc3c(NC=O)cc(-c4cccc(C(=O)NCCN(C)C)c4)cn23)cc(OC)c1OC
 : 4	nt	5	4	-6	9	nt	2.2
52: O=C(O)C/C(=C\c1cccc(NC(=O)c2ccccc2Cl)c1)c1nc2ccccc2s1
 : 11	-1	112*	0	2	-3	13	1.0
53: CN(C)CC(=O)N1[C@@H]2c3ccc(-c4ccccc4)c(=O)n3C[C@@H]2[C@@H](CO)[C@@H]1C(=O)NC1CCC1
 : 0	nt	-2	0	-3	nt	nt	nt
54: Cc1cc(C)c2c(=O)n(-c3ccccc3)[nH]c2n1
 : nt	-7	-1	-8	-1	-4	-2	nt
55: Cc1ccc(CNC(=O)COC(=O)COc2ccc(C#N)cc2)cc1
 : 16	nt	-3	1	4	-5	2	0.0
56: COc1cc(C(=O)NCCc2cc3c(OC)ccc(OC)c3[nH]c2=O)cc(OC)c1OC
 : 9	18	nt	-9	nt	-8	2	nt

# Among those listed so far, seven have an aryl thioether with sulfur outside any ring.
# Values run as follows: GSIS activator	miR-122 sensor	Cneo AK release	C2C12 statin	PglD DTNB	FN deposition inh	PGC1a acetyl inh	CFTR F508del cor
8: O=C1CCCC(=O)C1Sc1ccc(Cl)cc1
 : -4	-5	nt	nt	nt	-3	-1	-2.3
15: Cc1ccccc1N1CC(C(=O)Nc2nnc(SCc3cccnc3)s2)CC1=O (stereo not given)
 : -7	-4	1	1	2	nt	nt	1.7
17: O=C(CSc1nnc(-c2ccccn2)o1)Nc1ccccc1
 : -15	nt	nt	nt	nt	-10	6	0.9
32: CCCc1cc(=O)[nH]c(SCC(=O)c2cc(C)n(-c3cc(C)on3)c2C)n1
 : -7	4	nt	7	nt	-1	-2	-1.2
33: Cc1cc(C)nc(SCC(=O)N/N=C/c2cccn2-c2ccc(O)cc2)n1
 : nt	5	2	2	5	nt	-4	nt
35: CCOc1ccc(N2C(=O)CC(Sc3nc(C)cc(C)n3)C2=O)cc1 (stereo not given)
 : 4	2	2	-25	-2	nt	-2	0.3
44: Cc1ccc(SCCC(=O)OCC(=O)Nc2ccc(S(N)(=O)=O)cc2)cc1
 : 25	7	-10	3	-1	-1	4	2.0
